# Source: PubChem BioAssay
# Pf Dd2 growth: inhibitors of Plasmodium falciparum Dd2 growth. P. falciparum Dd2 growth, SYBR Green, 72 h. AID 1347417. Potency, µM (doses to about 28.9 µM), for inactives: at the top dose activity, negative = inhibition, actives largely listed as inhibitors. 4.3% of 120,000 active; active = well fitted inhibition curve with a large enough effect; inconclusive = small, poorly fitted or top-dose-only effect; inactive = no such curve, though single readings can be large or run the other way;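 note: plate controls were DMSO vehicle for no effect and reference drug for full effect; nearly all actives have a fitted effect of over 65% in size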
#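 Infected erythrocytes (Dd2, 0.3% parasitemia, 2.5% hematocrit final) are added to compound in RPMI-1640/Albumax II medium, grown 72 h at 37C in low oxygen, then lysed with saponin/Triton-X containing SYBR Green and read by fluorescence.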
# The depositor's hits bear a star; i = inactive; ? = inconclusive; [ ] = another dose, or the depositor's remark. Potency is the fitted concentration of half-maximal effect. This is a subset; the hit share may differ from the screen's.
entry	compound	Pf Dd2 growth
1	COc1ccc(C2CC(c3c(O)n(C4CCCCC4)c(=O)[nH]c3=O)=Nc3ccccc3S2)cc1 (stereo unspecified)	86%[activator]
2	CC(C)C[C@@H]1N[C@H](C(=O)NCc2ccccn2)Cc2cn(Cc3ccncc3)c3cccc1c23	-29%
3	COc1ccc(S(=O)(=O)NCC(c2ccco2)N2CCN(c3ccccc3F)CC2)cc1C (stereo unspecified)	-20%
4	COc1ccc2c(CNC3CCCCCC3)c(C(=O)O)n(Cc3cccc(F)c3)c2c1	-8%
5	c1ccc(-c2nc3c(c(NCC4OCCc5ccccc54)n2)CCNC3)nc1 (stereo unspecified)	?
6	COCCNC(=O)[C@H]1C[C@@H](O)[C@H](O)[C@@H]2N=C(Nc3cc(OC)cc(OC)c3)S[C@@H]21	31%[44.1 µM]
7	O=C(NCCc1ccc(Cl)cc1)C1CN(c2ccccc2)C(=O)N1 (stereo unspecified)	-12%
8	CCN1C(=O)C2CC3(CCN(C(=O)c4ccc5ncccc5c4)CC3)CN2C1=O (stereo unspecified)	-14%
9	COc1cccc(C(=O)N2CCC(N3C[C@H](O)C[C@H]3C(=O)NCc3cccc(F)c3)CC2)c1	?
10	CCn1cc(S(=O)(=O)c2cc(C)cc(C)c2)c(=O)c2cc(F)c(N3CCCC3)cc21	i
11	Cc1ccccc1NC(=O)COc1ccc(-c2nnc3n2CCCC3)cc1	11µM*
12	COc1ccc(-c2cc3ccc(O)c(CN4CCOCC4)c3oc2=O)cc1OC	10µM*
13	CCOc1ccc(CNC(=O)C2CCN(C3=NS(=O)(=O)C(c4ccc(C)cc4)=C3CC)CC2)cc1	?
14	O=C(NCc1ccco1)[C@@H]1Cc2nc[nH]c2CN1Cc1cccs1	i
15	CCn1nccc1C(=O)N1CCc2nc3cc(-c4ccccc4Cl)[nH]n3c(=O)c2C1	5%[5.79 µM]
16	Cc1c(Cl)cccc1NC(=O)CC1Oc2ccccc2NC1=O (stereo unspecified)	15%
17	O=C(NCC1CCOCC1)c1c[nH]c2ccccc12	56%[activator]
18	CCOc1ccc(/C=C(\C#N)c2nc(-c3cc4ccccc4oc3=O)cs2)c(OCC)c1	31%
19	O=C(Cc1ccccc1)N1CCC[C@H]1c1nc(-c2ccccc2)no1	10µM*
20	Cc1cc(CN(C)C(=O)c2cc(COc3cncc(Cl)c3)on2)on1	?

# Some of the entries so far, with each value named.
18	CCOc1ccc(/C=C(\C#N)c2nc(-c3cc4ccccc4oc3=O)cs2)c(OCC)c1
- Pf Dd2 growth: 31%

6	COCCNC(=O)[C@H]1C[C@@H](O)[C@H](O)[C@@H]2N=C(Nc3cc(OC)cc(OC)c3)S[C@@H]21
- Pf Dd2 growth: 31%[44.1 µM]

15	CCn1nccc1C(=O)N1CCc2nc3cc(-c4ccccc4Cl)[nH]n3c(=O)c2C1
- Pf Dd2 growth: 5%[5.79 µM]

7	O=C(NCCc1ccc(Cl)cc1)C1CN(c2ccccc2)C(=O)N1 (stereo unspecified)
- Pf Dd2 growth: -12%

# New compounds follow
entry	compound	Pf Dd2 growth
21	COc1cc(NC(=O)C2CCN(S(=O)(=O)c3ccc4c(c3)oc(=O)n4C)CC2)cc(OC)c1	-23%
22	CCN(CCCNC(=O)CSc1cc(=O)n(C)c2cc(Cl)ccc12)c1cccc(C)c1	i
23	O=C(CCC[C@@H]1[C@H]2CCCN3CCC[C@@H](CN1C(=O)c1ccccc1)[C@@H]23)NCCCN1CCCCC1	-8%
24	COc1cccc(NC(=O)CN2C=NS(=O)(=O)c3ccccc32)c1	8%
25	CCc1ccccc1NC(=O)CC1NCCNC1=O (stereo unspecified)	48%[activator]
26	CS(=O)(=O)c1ccc(-c2cnc([C@@H]3COCCN3Cc3ccccc3)[nH]2)cc1	?
27	CN(C)C[C@@H]1CN(S(C)(=O)=O)C[C@H]1NC(=O)c1ccco1	-6%
28	O=C(NCC1(COc2cnccn2)C[C@@H](O)[C@@H](O)C1)Nc1cccnc1 (stereo partly specified)	-27%[44.1 µM]
29	C=CCNC(=O)c1cnn2cc(C)ccc12	0%[44.1 µM]
30	CCC(=O)N1Cc2ccccc2OC2(CCN(C)CC2)C1	i
31	COc1ccc(N(Cc2cc3ccccc3[nH]c2=O)C(=O)c2cccc(Cl)c2)cc1	?
32	Cc1ccsc1CN1CCCC(CO)CCNC(=O)CC1 (stereo unspecified)	-15%
33	COCCC1(CO)CCCN(C(=O)c2ccc(S(N)(=O)=O)cc2)C1 (stereo unspecified)	-3%
34	CN1CCCN(C(=O)CCc2ccccc2)c2ccccc21	i
35	O=C(NC1CCCN(c2cc(-c3ccc(F)cc3)[nH]n2)C1)c1cccnc1 (stereo unspecified)	i
36	COCc1cn([C@H]2CO[C@H]3[C@@H]2OC[C@H]3OC(=O)Nc2ccc(C(C)=O)cc2)nn1	?
37	CCOC(=O)c1c(C)[nH]c(CCC(=O)NCCCN2CCN(c3cc(Cl)ccc3C)CC2)c1C	?
38	COc1ccc2oc(=O)cc(CN3CCN(c4ccc(F)cc4)CC3)c2c1	i
39	CCNC(=O)CCc1c(CC)nn(-c2ccccc2)c1Oc1ccccc1F	i
40	CCn1cc2nc(SCc3ccc(F)cc3)n(CCc3ccccc3)c(=O)c2n1	i

# Some of the entries above in a different format.
40. CCn1cc2nc(SCc3ccc(F)cc3)n(CCc3ccccc3)c(=O)c2n1
  Pf Dd2 growth = i

8. CCN1C(=O)C2CC3(CCN(C(=O)c4ccc5ncccc5c4)CC3)CN2C1=O (stereo unspecified)
  Pf Dd2 growth = -14%

15. CCn1nccc1C(=O)N1CCc2nc3cc(-c4ccccc4Cl)[nH]n3c(=O)c2C1
  Pf Dd2 growth = 5%[5.79 µM]

36. COCc1cn([C@H]2CO[C@H]3[C@@H]2OC[C@H]3OC(=O)Nc2ccc(C(C)=O)cc2)nn1
  Pf Dd2 growth = ?

# Carrying on.
entry	compound	Pf Dd2 growth
41	COc1ccc(-n2nc3ccc(NC(=O)COc4ccc(C)c(C)c4)cc3n2)cc1	6%
42	CO[C@H]1C(=O)N(C(C)C)[C@H]1C1CCN(C(=O)Cn2nc(C(F)(F)F)cc2C)CC1	-3%
43	O=S(=O)(c1ccc(F)c(F)c1)N1CCC(n2cnnc2C2CC2)CC1	11%
44	CCOc1ccccc1CNC(=O)c1cnc2sc(N3CCOCC3)nn2c1=O	i
45	CCOC(=O)C1CCCN(c2nc3c(S(=O)(=O)c4ccc(CC)cc4)nnn3c3ccc(Cl)cc23)C1 (stereo unspecified)	-30%
46	Cc1ccc(CNC(=O)C2CCN(C(=O)c3ncn4c3COC(c3ccc(Cl)cc3)C4)CC2)cc1 (stereo unspecified)	-28%
47	COc1cc(-c2nc(Cn3nnc(C(=O)Nc4ccccc4)c3C)c(C)o2)cc(OC)c1OC	i
48	COc1cc(Nc2nc(SCC(=O)c3ccc(Cl)c(Cl)c3)nc3ccccc23)cc(OC)c1	-7%
49	O=c1n(Cc2ccccc2)nc2n1CCN(S(=O)(=O)c1cnc[nH]1)CC2	35%[activator]
50	O[C@@H]1CC(CNCc2cccc(Cl)c2)(COc2ccccc2)C[C@@H]1O (stereo partly specified)	?
51	COc1cc(OC)c(C(=O)N2CCOCC(CO)C2)cc1OC (stereo unspecified)	4%
52	CC(C)CCN1CCC(N2CCN(C(=O)c3ccc(Cl)s3)CC2)C1=O (stereo unspecified)	?
53	COc1ccc(CCNS(=O)(=O)c2cc(-c3cc(C)no3)ccc2C)cc1OC	i
54	CC(=O)c1cc(CN2C[C@H]3CC[C@@H]2CN(S(=O)(=O)N(C)C)C3)n(C)c1	-12%
55	Cc1ccc(C(=O)N2C[C@@H](F)C[C@H]2C(=O)N2CCCCC2)cc1F	25%
56	CC(C)CCN1CCC(Oc2ncccc2C(N)=O)CC1	i
57	Cc1ccc(N2CC(C(=O)Nc3ccc(Br)cc3)CC2=O)cc1 (stereo unspecified)	32%[activator]
58	COc1ccc(OC2CN([S+](=O)([O-])c3cccc(OC)c3)C2)cc1	15%
59	COc1ccc(Cn2c(CO)cnc2SCc2cccc(C)c2)cc1	i
60	COc1ccc(CNC(=O)C[C@@H]2O[C@H](CNC(=O)NC(C)C)[C@@H](O)[C@H]2O)cc1	-9%[44.1 µM]
61	COc1cccc(CN2C(=O)OC3(CCN(Cc4ccc(F)cc4)CC3)C2(C)c2cccnc2)c1 (stereo unspecified)	0.79µM*
62	COc1ccc(C2Cn3nnc(C(=O)N4CCC(C(=O)NCc5cccc(F)c5)CC4)c3CO2)cc1 (stereo unspecified)	-2%
63	CCS(=O)(=O)N1CC(n2cc(C(=O)NCC3CC3)nn2)C1	7%
64	COCCCNC(=O)c1sc2ncccc2c1-n1cccc1	11%
65	COc1cccc(CCC2CCCN(C(=O)C3CCCC3)C2)c1 (stereo unspecified)	i
66	CCOCCCNC(=O)NC(C)c1c(-n2cccc2)sc2c1CCN(CC)C2 (stereo unspecified)	?
67	CN(C(=O)c1c(F)cccc1Cl)C1CCc2nn(C)c(=O)n2CC1 (stereo unspecified)	33%
68	CC(=O)N1Cc2ccccc2OC2(CCN(C(=O)NC(C)C)CC2)C1	-9%
69	Cn1cc(C(=O)NCC2CN(Cc3cccc(OC(F)(F)F)c3)CC23CN(c2ccccc2)C3)cn1 (stereo unspecified)	?
70	CCCN1C(=O)Cc2cc(C(=O)NCc3ccco3)ccc21	-19%
71	COc1ccc(C)c2sc(N(Cc3cccnc3)C(C)=O)nc12	-13%
72	CN(C)c1ccc(CN2CCC3(C2)C(=O)N(Cc2ccccc2)c2ccccc23)cc1 (stereo unspecified)	-29%
73	O=C(CN1CC2CC(C1)[C@H]1CCCC(=O)N1C2)NCc1cc(F)ccc1F (stereo partly specified)	-14%
74	Cc1ccc(-c2nc(C(=O)N3CCN(c4ccc(C)cc4)CC3)no2)cc1	9%
75	O=c1c2nncn2ccn1-c1ccc(F)c(F)c1	43%[activator]
76	Cc1noc(-c2ccn3c(CNC(=O)c4ccccc4F)nnc3c2)n1	i
77	COc1ccc(CNC(=O)c2ccc(CN3C(=O)C(C)=C(c4ccc(C)cc4)S3(=O)=O)cc2)cc1	17%
78	COc1ccc(C(=O)N2CCC3(CC2)N(c2ccccc2)C(=O)CS3(=O)=O)cc1	-4%
79	COC(=O)c1ccc2nc(C[C@@H]3C[C@@H](C(C)C)[C@H](CNC4CCCCC4)C=C3C)[nH]c2c1	?
80	COCc1noc([C@@H]2CNC[C@H]2C(N)=O)n1	6%
81	Cc1ccc(C(=O)NCC2(C)CCOCC2)s1	-12%
82	Cn1cnc(S(=O)(=O)N2C[C@@H](C(=O)O)[C@H](c3ccccn3)C2)c1	2%
83	COC(=O)c1ccc(NC(=O)c2c(NCc3ccc(OC)c(OC)c3)sc3c2CCCC3)cc1	11µM*
84	O=C(Nc1c(Cl)cccc1Cl)c1cccc2c1C(=O)N(C1CCCCC1)C2	-16%
85	COc1cc(NC(=O)CN2C(=O)C(c3ccc(Cl)cc3)=NC23CCCCC3)cc(OC)c1	38%[activator]
86	Cc1ccc(NC(=O)CSc2nc3ccccc3nc2N2CCOCC2)cc1	i
87	Cc1cccc(CSc2nnc(CCCCCN)o2)c1	-11%
88	Cc1cccc(OCC(=O)N2[C@@H]3CC[C@H]2CC(NC(=O)c2cnc(C)cn2)C3)c1 (stereo partly specified)	-5%
89	CN1C[C@@H](NC(=O)c2cnccn2)C[C@H]1c1nc(-c2ccc3c(c2)OCO3)no1	?
90	Cn1c(SCc2ccc(F)cc2)nc2ccc(C(=O)NCc3ccccc3)cc21	?
91	CCOc1cc(=O)n2c(c1C(=O)Nc1ccc(Br)cc1)CCCC2	?
92	CN1c2cc(C(=O)N3CCN(c4ccc(F)cc4)CC3)ccc2C(=O)N2CCCCC21 (stereo unspecified)	?
93	NCc1ccc(-c2nc(C3CCOC3)nn2Cc2ccccc2)cc1 (stereo unspecified)	4.5µM*
94	O=C(Nc1ccc(F)cc1)[C@H](Cc1ccccc1)N1Cc2ccccc2C1=O	?
95	CCOc1ccc(C(=O)Nc2cc(-c3ccccc3)no2)cc1	i
96	Cc1noc([C@@H]2CN(C(=O)c3cc(C4CC4)[nH]n3)C[C@H]2C(N)=O)n1	-20%
97	CC(C)NC(=O)N1CCCCC1c1nnc2n1CCNC2 (stereo unspecified)	14%
98	Cc1c(Cl)cccc1NC(=O)NCC1CCOCC1	9%
99	CCn1cc(C(=O)N2C[C@@H](COc3ccccc3)[C@H](C(N)=O)C2)cn1	?
100	O=C(c1ccoc1)N1CC2CC(C1)[C@H]1CCCC(=O)N1C2 (stereo partly specified)	6%

# The listing continues:
entry	compound	Pf Dd2 growth
101	CC1CCc2nn3ccn(CC(=O)Nc4ccc(F)cc4)c(=O)c3c2C1 (stereo unspecified)	?
102	Cc1ccc(N2Cc3c(NCCCOC(C)C)ncnc3N(C)CC2=O)cc1	-1%
103	COCCC1(NC(=O)c2ccccc2)CCN(C(=O)c2ocnc2C)CC1	1%
104	Cc1cccc(-c2noc(-c3ccc(NCc4ccco4)c([N+](=O)[O-])c3)n2)c1	27%
105	Cc1ccc(CN2CCN(C(=O)CCC[C@H]3NC[C@@H]4C[C@H]3CN(Cc3ccccc3)C4)CC2)cc1	?
106	COc1ccccc1C(=O)Nc1ccc2c(c1)CN(Cc1ccccc1F)C(=O)C(C)O2 (stereo unspecified)	i
107	O=C(NCCOCCn1c(=O)oc2ccccc21)Nc1cccc(Cl)c1	26%
108	COc1ccc(S(=O)(=O)N2CCCC(Cc3noc(-c4ccccc4)n3)C2)cc1 (stereo unspecified)	4.5µM*
109	C[C@@H](NC(=O)C1=C[C@@H](NC(=O)CC2(CC(=O)O)CCCC2)[C@@H](O)[C@H](O)C1)C(N)=O	12%[44.1 µM]
110	Cc1ccc(C(=O)COC(=O)c2cccc(NC(=O)c3ccc(Cl)cc3Cl)c2)cc1	-11%
111	COc1ccc(-c2noc([C@@H]3CCCN3C(=O)c3ccc(C(C)(C)C)cc3)n2)cc1	i
112	Cc1cccc(N(C)C(=O)CCS(=O)(=O)c2ccc3c(c2)n(C)c(=O)c(=O)n3C)c1	17%
